# Anthrax LF inh2 = inhibitors of Bacillus anthracis lethal factor protease | P15917 | multiplex microsphere protease cleavage assay, LF | inhibition, % at 10 µM | actives 0.12% (n = 360,000); note: plate controls were buffer without enzyme for full effect and enzyme alone for no effect
# Target sequence (P15917 whole entry, looked up): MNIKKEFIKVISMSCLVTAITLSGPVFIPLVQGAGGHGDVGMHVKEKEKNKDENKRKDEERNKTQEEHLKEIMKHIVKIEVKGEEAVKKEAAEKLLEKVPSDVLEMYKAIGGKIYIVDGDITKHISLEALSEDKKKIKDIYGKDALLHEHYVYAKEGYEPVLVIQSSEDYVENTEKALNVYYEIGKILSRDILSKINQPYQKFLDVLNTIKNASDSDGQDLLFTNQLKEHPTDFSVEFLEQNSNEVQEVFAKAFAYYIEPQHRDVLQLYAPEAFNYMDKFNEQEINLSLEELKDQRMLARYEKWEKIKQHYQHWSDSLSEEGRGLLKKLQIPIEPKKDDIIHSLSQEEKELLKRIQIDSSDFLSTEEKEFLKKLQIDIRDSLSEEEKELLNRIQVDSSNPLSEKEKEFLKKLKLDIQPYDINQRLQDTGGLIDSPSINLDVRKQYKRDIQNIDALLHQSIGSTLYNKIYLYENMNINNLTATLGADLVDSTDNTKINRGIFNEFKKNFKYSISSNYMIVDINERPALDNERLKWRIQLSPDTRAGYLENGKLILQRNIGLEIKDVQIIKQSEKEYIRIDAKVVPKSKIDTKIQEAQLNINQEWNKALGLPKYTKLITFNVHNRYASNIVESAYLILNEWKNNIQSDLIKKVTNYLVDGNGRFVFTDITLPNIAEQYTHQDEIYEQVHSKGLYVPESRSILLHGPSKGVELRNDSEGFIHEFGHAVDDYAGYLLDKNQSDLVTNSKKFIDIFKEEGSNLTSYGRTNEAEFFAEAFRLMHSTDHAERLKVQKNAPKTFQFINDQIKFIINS
# TcdB GH inh = blocks C. difficile toxin B glycohydrolase activity; P18177; actives 0.24% (n = 350,000); AID 652162; TcdB glycohydrolase enzymatic assay, plate reader; inhibition, % at 9.99 µM; in the data active = inhibition above about 10%
# Yp Topo-I inh = inhibitors of Yersinia pestis topoisomerase I. Y. pestis Topo-I cleavage product accumulation, plate reader. activity, % at 10 µM. actives 0.064% (n = 360,000). AID 504884; in the data active = activity above about 50%, passing the limit was not always enough; inconclusive = no clear call, values can overlap the other calls; note: inactives centre near 2
# BoNT F protease = blocks Botulinum neurotoxin F light chain protease | Multiplex microsphere protease cleavage assay, flow cytometry | AID 588497 | actives 0.22% (n = 360,000) | inhibition, % at 10 µM; in the data active = inhibition above about 35%, passing the limit was not always enough; inconclusive = no clear call, values can overlap the other calls; note: plate controls were buffer without enzyme for full effect and enzyme alone for no effect
# PrPC TRFRET = reduces human prion protein on the cell surface | P04156 | cell surface PrPC, TR-FRET read-out | inhibition, % at 13.8 µM | actives 0.43% (n = 370,000) | AID 720596; in the data active = inhibition above about 24%; note: 0% = median of the test wells and 100% = reference compound wells
# PfHsp40 yeast = compounds rescuing yeast from Plasmodium falciparum HSP40 toxicity | S. cerevisiae expressing PfHsp40, growth rescue, ATP luminescence | growth rescue, % at 12.5 µM | actives 0.68% (n = 340,000); in the data active = growth rescue above about 28%, passing the limit was not always enough; inconclusive = no clear call, values can overlap the other calls;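 note: yeast W303a lacking pdr1 and pdr3 grown in galactose medium; growth measured after three days at 30 °C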
# BoNT A protease = inhibitors of Botulinum neurotoxin A light chain protease. multiplex microsphere protease substrate cleavage, flow cytometry. inhibition, % at 10 µM. actives 0.17% (n = 360,000); note: plate controls were buffer without enzyme for full effect and enzyme alone for no effect
# FadD28 FP inh = inhibitors of Mycobacterium tuberculosis FadD28 bisubstrate binding; FadD28 bisubstrate probe binding, fluorescence polarization; inhibition, % at 12.5 µM; actives 0.22% (n = 360,000); AID 588549; in the data active = inhibition above about 8.5%, passing the limit was not always enough; inconclusive = no clear call, values can overlap the other calls
# CCHF vOTU inh = blocks the CCHF virus ovarian tumor domain protease. inhibition, % at 11.5 µM. actives 0.55% (n = 370,000). CCHFV vOTU protease, Pep-AMC fluorescence. AID 651958; in the data active = inhibition above about 30%; note: 0% = vehicle wells with enzyme and 100% = no enzyme wells
# Numbers without * were called inactive; ? = inconclusive; . = not tested or not shown; & = joins results of further samples; ! = repeats disagree. Cut-off read from the data, not from the text of the source, unless noted: active = inhibition above about 30%; inconclusive = no clear call, values can overlap the other calls; inactive = below that.
SMILES,Anthrax LF inh2,TcdB GH inh,Yp Topo-I inh,BoNT F protease,PrPC TRFRET,PfHsp40 yeast,BoNT A protease,FadD28 FP inh,CCHF vOTU inh
O=P(O)(O)c1ccccc1OCCOCCOc1ccccc1P(=O)(O)O,0.9,.,-7.9,6.7,-6.9,-1.3,1.1,-2.0,-2.5
Fc1ccccc1C1c2[nH]c3ccccc3c2CCN1Cc1ccoc1 (stereo not drawn),-2.1,0.5,-3.0,-0.9,-3.8,0.2,-0.5,-2.4,18.4
CC(=O)Nc1cccc(C(=O)OCC(=O)NC(=O)Cc2ccccc2)c1,-4.2,2.3,7.3,-10.2,2.0,1.4,-2.4,-3.2,-1.6
O=C(NC1CCCc2ccccc21)C1CCN(S(=O)(=O)N2CCCCCC2)CC1 (stereo not drawn),3.4,.,-9.2,5.5,5.8,0.7,3.2,-0.2,-6.6
CC(C)CC(O)(c1ccccc1)C(CN1CCOCC1)c1ccccc1 (stereo not drawn),5.4,2.8,25.8,4.3,4.7,0.5,-2.3,1.0,-1.7
CC1=CC(C)(C)N(C(=O)CSc2ncn[nH]2)c2ccc(C)cc21,1.0,.,-6.2,3.2,6.7,0.3,1.4,-3.0,16.5
O=C1NCCN1c1ccc(CN2CCN(C3CCCCC3)C(CCO)C2)cc1 (stereo not drawn),0.1,-0.6,1.7,0.6,-4.4,1.1,0.5,0.2,5.5
CCOc1ccc(-n2c(O)c(N=Nc3c(C)n(C)n(-c4ccccc4)c3=O)c(=O)[nH]c2=O)cc1,.,0.0,-3.1,.,-17.3,-2.0,.,-2.1,6.2
COc1ccc(C)cc1N(C(=O)c1ccc(C#N)cc1)C1=NC(C)(C)CS1,26.0,3.2,-0.3,3.3,-1.8,-0.7,1.1,-0.6,-14.6
C=CCc1ccc(O)c(-c2cc(CC=C)ccc2O)c1,-2.8,7.4,2.9,-6.6,-2.1,9.0,0.2,4.6,0.8
COC(=O)C1=C(c2ccc(OCc3ccccc3)cc2)C[C@@H]2CC[C@H]1N2C(=O)NC1CCN(Cc2ccccc2)CC1,-0.9,.,7.9,-8.3,.,0.4,-0.6,-1.1,.
CC1(C)CC(N2CCCC2)=CC(=[N+]2CCCCC2)C1,-1.0,-5.9,-1.6,2.4,22.8,-1.3,0.1,-4.7,19.4
Cc1ccc([N+](=O)[O-])cc1NC(=O)C(Sc1ccccc1)c1ccccc1 (stereo not drawn),-1.4,.,3.7,-1.2,-0.6,-0.2,-1.0,-0.6,-15.2
COc1cccc(-c2noc(CCCC(=O)Nc3ccc(C(N)=O)cc3)n2)c1,-3.6,-0.1,2.5,1.7,-3.3,-0.9,-0.6,-2.0,1.4
CCCNC(=S)N1CCC(NC(=O)C2CCCCC2)CC1,-3.3,.,8.0,-1.7,1.1,-0.8,0.6,0.3,18.3
O=C1c2ccccc2C(=O)c2c1cccc2N1CCOCC1,-1.8,.,-11.7,-4.8,-70.0,-0.3,-0.3,-3.8,23.8
COc1ccc(OC)c(S(=O)(=O)Nc2cccc(-c3ccc4nncn4n3)c2)c1,-1.5,0.4,1.9,1.5,-12.9,0.4,0.3,-10.8,8.5
CCCCN(C(=O)c1ccc(S(=O)(=O)N(CC)CC)cc1)c1c(N)n(CCC)c(=O)[nH]c1=O,0.4,-1.3,-7.0,-2.3,-8.4,1.5,-0.2,.,4.7
Cc1ccc(NC(=O)CN(C)C(=O)COC(=O)CNS(=O)(=O)c2ccc(Br)cc2Cl)cc1,-1.0,1.3,18.8,-4.3,-0.3,-0.1,0.2,-0.6,6.0
CC1CC(C)(C)NC(=S)N1CCCC(=O)Nc1ccc(F)c(F)c1 (stereo not drawn),-4.4,1.3,6.2,-6.1,1.7,-0.6,-0.9,0.0,2.8
CCOC(=O)Cc1csc(NC(=O)Cn2c(=O)oc3ccccc32)n1,-2.2,2.0,0.8,-0.6,-0.4,0.1,0.8,-0.5,6.9
CC(C)(C)CC(=O)Nc1ccccc1N1CCN(c2ccccc2)CC1,-0.9,0.5,25.7,4.6,0.2,1.6,0.0,-0.3,-2.1
O=C(Nc1ccc(NC(=O)c2sc3ccccc3c2Cl)cc1Cl)c1ccco1,-7.4,.,2.4,13.7,-1.6,2.0,8.1,0.7,-0.3
O=C(Cc1cc(=O)[nH][nH]1)N/N=C/c1cccc(Cl)c1Cl,-1.4&-2.3,-6.6&-0.7,-0.8&3.3,-2.0&-9.6,5.8&-1.0,-0.1&2.1,-0.2&-0.7,-0.6&-2.6,17.2&-1.7
O=C(CSc1nc2ccccc2c2c1CCCC2)N1CCOCC1,1.5,1.9,34.2,-4.0,21.9,1.3,-1.0,-1.3,3.9
Cc1ccccc1NC(=O)Cc1nc(COC(=O)c2cccc(C)c2O)cs1,-0.6,-0.3,24.9,7.5,7.2,0.0,-0.7,-5.0,-0.8
O=C(/C=C/c1ccc2c(c1)OCO2)NCc1ccncc1,-0.8,-2.7,-1.3,?,4.3,3.9,1.6,-2.1,1.3
Cc1ccc(-n2c(C)cc(C(=O)COc3c(CO)cc(F)cc3CO)c2C)cc1C,-6.8,.,22.4,0.8,5.2,2.8,0.7,-0.4,8.7
O=C(CN1C(=O)c2ccccc2C1=O)N1CCCCC1,-5.4,.,-0.4,12.7,-5.1,1.0,-0.1,0.2,5.1
Cc1ccc(OC(=O)c2sc3ncn(C)c(=O)c3c2C)cc1,1.4,-0.1,9.9,-0.2,9.6,-1.2,-0.1,-1.6,-1.4
COc1ccc(C(=O)NCc2nnc(SCC(=O)N3CCCc4ccccc43)o2)cc1OC,-1.3,0.7,-0.6,-4.0,-7.8,-1.9,-0.6,-3.0,-2.9
O=C(CCNC(=O)c1ccc(Br)cc1)NCCCSc1ccccc1,7.8,2.3,6.7,-1.3,-0.5,1.0,?,0.2,-1.5
CN1CCC2(CC1)NC(=O)C1=C(CN(C)CC1)N2,-0.4,.,-5.0,-2.4,-5.8,5.3,2.0,-0.3,7.9
Cc1nnc(NC(=O)CSc2ccc(-c3ccco3)nn2)s1,-1.5,-0.2,5.1,-5.7,4.2,-0.9,-1.0,-0.3,-9.8
CCCCc1nc2cc(C(=O)NC3CCOC(C)(C)C3)ccc2o1 (stereo not drawn),.,-5.3,4.8,.,-0.1,0.2,.,3.1,-1.7
Cc1ccc(OCC(=O)N/N=C/c2ccco2)cc1,0.5,0.7,3.2,-2.0,-1.5,0.7,0.4,1.5,1.8
CCOc1ccc2ccccc2c1/C=N/NC(=O)CNC(=O)c1ccccc1O,-1.4,0.5,-4.1,-29.8,8.9,0.1,-8.1,-4.0,-5.8
C[C@H](CO)N1C[C@H](C)[C@@H](CN(C)Cc2ccc(-c3ccccc3)cc2)Oc2c(NS(=O)(=O)c3ccc(F)cc3)cccc2C1=O,-0.1,-0.5,10.8,1.1,-0.3,-0.3,-0.1,-1.3,-2.2
Cc1ccc(C(=O)N/C(=C/c2ccc(-c3ccc(Br)cc3)o2)C(=O)NC2CCS(=O)(=O)C2)cc1 (stereo not drawn),0.7,0.0,1.1,-2.5,-2.6,-1.4,-0.7,-1.6,-20.0
COc1ccccc1N1CCN(C(=O)c2ccc3c(c2)CCN3S(C)(=O)=O)CC1,5.6,-1.5,4.3,?,2.9,0.5,0.9,-1.1,-2.4

# Some of the entries above, reformatted:
SMILES | Anthrax LF inh2 | TcdB GH inh | Yp Topo-I inh | BoNT F protease | PrPC TRFRET | PfHsp40 yeast | BoNT A protease | FadD28 FP inh | CCHF vOTU inh
CCOC(=O)Cc1csc(NC(=O)Cn2c(=O)oc3ccccc32)n1 | -2.2 | 2.0 | 0.8 | -0.6 | -0.4 | 0.1 | 0.8 | -0.5 | 6.9
CC(C)(C)CC(=O)Nc1ccccc1N1CCN(c2ccccc2)CC1 | -0.9 | 0.5 | 25.7 | 4.6 | 0.2 | 1.6 | 0.0 | -0.3 | -2.1
O=C(Nc1ccc(NC(=O)c2sc3ccccc3c2Cl)cc1Cl)c1ccco1 | -7.4 | . | 2.4 | 13.7 | -1.6 | 2.0 | 8.1 | 0.7 | -0.3
O=C(Cc1cc(=O)[nH][nH]1)N/N=C/c1cccc(Cl)c1Cl | -1.4&-2.3 | -6.6&-0.7 | -0.8&3.3 | -2.0&-9.6 | 5.8&-1.0 | -0.1&2.1 | -0.2&-0.7 | -0.6&-2.6 | 17.2&-1.7
O=C(CSc1nc2ccccc2c2c1CCCC2)N1CCOCC1 | 1.5 | 1.9 | 34.2 | -4.0 | 21.9 | 1.3 | -1.0 | -1.3 | 3.9
Cc1ccccc1NC(=O)Cc1nc(COC(=O)c2cccc(C)c2O)cs1 | -0.6 | -0.3 | 24.9 | 7.5 | 7.2 | 0.0 | -0.7 | -5.0 | -0.8
O=C(/C=C/c1ccc2c(c1)OCO2)NCc1ccncc1 | -0.8 | -2.7 | -1.3 | ? | 4.3 | 3.9 | 1.6 | -2.1 | 1.3
Cc1ccc(-n2c(C)cc(C(=O)COc3c(CO)cc(F)cc3CO)c2C)cc1C | -6.8 | . | 22.4 | 0.8 | 5.2 | 2.8 | 0.7 | -0.4 | 8.7
O=C(CN1C(=O)c2ccccc2C1=O)N1CCCCC1 | -5.4 | . | -0.4 | 12.7 | -5.1 | 1.0 | -0.1 | 0.2 | 5.1
Cc1ccc(OC(=O)c2sc3ncn(C)c(=O)c3c2C)cc1 | 1.4 | -0.1 | 9.9 | -0.2 | 9.6 | -1.2 | -0.1 | -1.6 | -1.4

# (continued)
SMILES,Anthrax LF inh2,TcdB GH inh,Yp Topo-I inh,BoNT F protease,PrPC TRFRET,PfHsp40 yeast,BoNT A protease,FadD28 FP inh,CCHF vOTU inh
C=CCSc1nc2c(c(=O)[nH]c(=O)n2C)n1Cc1ccccc1,-11.7,-0.8,11.5,-20.7,10.3,0.3,-0.3,-1.2,-10.1
COc1ccc(CN2CCCC2C(=O)Nc2ccc(OC)c(OC)c2)cc1OC (stereo not drawn),-1.3,.,2.7,-4.3,-5.2,-1.2,0.1,-1.8,7.8
O=C(Nc1ccc([N+](=O)[O-])cc1)Nc1cnccn1,3.0,1.6,-8.2,-2.9,-18.8,-1.2,0.0,-4.3,9.5
CSCCC(NS(=O)(=O)c1cccc(C(F)(F)F)c1)C(=O)Nc1ccccc1N1CCCC1 (stereo not drawn),-6.2,0.9,39.8,-2.4,2.6,1.4,-0.2,2.3,16.9
N#Cc1cc([N+](=O)[O-])ccc1NC(=O)CSc1n[nH]c(=O)n1C1CC1,4.8,-0.6,-5.2,1.5,-35.7,0.7,4.0,-2.9,31.5*
CCN1CCN(C(=O)C(=O)c2cn(CC(=O)N(CC)CC)c3ccccc23)CC1,0.6,-0.4,-4.3,6.3,7.3,-0.9,2.1,-3.8,-11.3
O=C(NCC(=O)N1CCN(S(=O)(=O)/C=C/c2ccccc2)CC1)c1ccc(Cl)cc1,1.0,-0.4,-5.8,5.9,-5.5,-1.3,2.1,-2.3,-12.0
CCC(C)[C@H](NC(=O)NCc1ccco1)C(=O)OC (stereo partly drawn),-4.9,0.9,8.2,?,2.4,-0.2,-4.6,-0.3,-6.9
CC(C)CCn1c(=O)c2ccccc2n2c(CCC(=O)NCC3CCCO3)nnc12 (stereo not drawn),-1.8,-1.0,7.2,-0.4,-4.3,0.9,1.2,-4.7,6.7
C[C@H](CO)N1C[C@H](C)[C@@H](CN(C)CC2CCCCC2)Oc2ccc(NC(=O)CCN3CCOCC3)cc2C1=O,-1.5,10.4*!,22.6,-14.7,-2.5,-1.6,-1.0,-0.1,-8.7
COc1ccc(-c2ccc(C(=O)NCc3ccc(N4CCN(C)CC4)cc3)c3occc23)c(C)c1,-2.4,-2.9,-2.8,-7.4,-12.8,.,0.0,-21.1,8.2
CCCN(CC(=O)Nc1ccccc1C)C(=O)CCl,-4.1,-0.1,-5.1,-10.3,3.8,-0.8,-0.2,?,-8.9
